All columns: NCI-60 one-dose screen, growth in % after 48 h at 10 µM unless noted; 100 = growth as untreated, 0 = no growth, -100 = all killed.
HOP-62: HOP-62 NSCLC. hit rate 3.9% among 80,000
HOP-92: HOP-92 NSCLC cells | hit rate 6.3% among 71,000 | AID 1794738
RPMI-8226: RPMI-8226 leukemia cells; hit rate 7.5% among 77,000
CCRF-CEM: CCRF-CEM leukemia; hit rate 7% among 77,000; AID 1794778
A549/ATCC: A549/ATCC NSCLC. hit rate 3.7% among 81,000. AID 1794740
MDA-MB-435: MDA-MB-435 melanoma; hit rate 7.8% among 82,000; AID 1794794
M14: M14 melanoma | hit rate 6.2% among 80,000
EKVX: EKVX NSCLC; hit rate 3% among 71,000
Starred values were filed as active, the others as inactive; x = no result given; & = joins results of further samples; ! = not active in a repeat. The calls were made as follows: active = growth percent below 10; inactive = the rest.

smiles	HOP-62	HOP-92	RPMI-8226	CCRF-CEM	A549/ATCC	MDA-MB-435	M14	EKVX
[O-][n+]1ccccc1CCN(O)CCc1cccc[n+]1[O-]	94	87	102	100	101	105	94	99
CC(C)(C#N)Nc1ccccc1	108	x	105	97	97	96	107	x
CCOc1cc(CN2CCOCC2)c(O)c(CN2CCOCC2)c1	87	99	108	103	84	101	100	107
CCSc1nc2scc(C)c2c(=O)[nH]1	106	101	101	99	99	105	107	98
O=C(O)c1ccc(-c2cc3cnc4ccccc4c3oc2=O)cc1	113	107	113	104	100	100	104	101
CCc1cccc2c3c(sc12)C(c1ccc(Cl)cc1)C(C#N)=C(N)O3 (stereo not drawn)	37	67	x	5.2*	35	x	5.4*	48
C=CCCCCCCCCC(=O)OCC(C)C	97	71	104	106	100	99	98	98
O=c1cc(-c2ccccc2)[nH]c2ncc(-c3ccc(F)cc3)n12	68	55	75	56	66	-12*	50	88
COc1ccc(-c2cc(C(=O)OCc3ccc(Br)cc3)nn2-c2ccc(S(C)(=O)=O)cc2)cc1OC	76	69	53	84	79	90	114	76
COc1cc(Cn2c(SCCC(=O)Nc3ccc(Cl)cc3)nc3ccccc3c2=O)cc(OC)c1OC	85	65	67	79	81	104	86	x
O=C(O)c1ccc2nc(-c3cc4ccccc4[nH]c3=O)[nH]c2c1	89	105	87	104	110	105	101	101
CCCCCNc1ncnc2c(C)[nH]nc12	102	91	x	x	101	104	105	89
COc1ccc2[nH]c3c(=O)[nH]ncc3c2c1	99	109	107	107	108	99	97	61
Oc1ccc(Cc2ccccc2)c2cccnc12	18	-0.9*	x	1.2*	16	32	-30*	28
Nc1nc2c(nnn2Cc2ccc(Cl)c(Cl)c2)c(=O)[nH]1	90	76	x	81	103	x	103	x
O=Cc1ccc(OCC(=O)OCCCN2C(=O)c3ccccc3C2=O)cc1	100	98	110	57	98	89	99	90
CC12CC[C@@H]3[C@]4(C)COC(c5cccc(Br)c5)O[C@@H]4CC[C@@]3(C)[C@@H]1CC(C1=CCOC1=O)O2 (stereo partly drawn)	95	92	55	77	83	81	x	53
COc1cc2nc(Cl)nc(Nc3cccc(C4=NN(C=O)C(c5ccccc5)C4)c3)c2cc1OC (stereo not drawn)	111	95	46	74	95	94	101	93
COC(=O)/C(=N\Nc1nnc(C)n1N)C(C#N)c1ccccc1 (stereo not drawn)	94	99	104	110	93	114	105	101
COc1c(B(O)O)cccc1-c1nc2ccc3n[nH]c(F)c3c2c2c1CCCC2	66	79	42	39	66	88	104	93
Cc1cccc2c1ccc1cc(C(C)C)ccc12	94	90	94	99	92	110	103	78
C=CCN1C(=O)c2cccc3c(-c4ccc5c(c4)ncn5C4CCCCC4)ccc(c23)C1=O	67	32	30	33	58	39	50	53
O=C(Nc1ccccc1)Nc1ncnc2sc(-c3ccccc3)c(-c3ccccc3)c12	48	52	77	72	64	100	109	x
Cc1ccccc1NC(=O)CNCC(C)C	97	80	99	85	97	103	92	102
Cn1c(=O)c2nc3c(=O)n(C)c(=O)n(C)c3nc2n(C)c1=O	93	127	x	104	126	112	97	94
NCCC(=O)c1ccc(Cl)cc1	91	x	110	103	111	110	102	110
O=S(=O)(NCCNc1nccc(-c2c(-c3ccc(O)cc3)nc3sccn23)n1)c1ccc(O)cc1	102	89	95	89	108	108	102	x
CCC(CCc1ccccn1)C(=O)c1ccccc1 (stereo not drawn)	110	86	107	113	96	108	112	116
COc1cc2oc(-c3ccccc3)c(CC(=O)N3CCOCC3)c2c(OC)c1OC	103	96	97	101	94	108	112	101
Cn1cc2c(c1)-c1c(sc3nc(-c4ccc(NC(=O)Nc5cc(C(C)(C)C)on5)cc4)cn13)CC2	17	43	-7.7*	28	65	52	61	60
O=C(N/N=C\c1cc(=O)[nH]c(=O)[nH]1)c1ccncc1	112	97	118	115	105	106	111	104
CCC1(C(OC)OC)NC(=O)NC1=O (stereo not drawn)	77	100	108	102	60	110	108	101
NN1CC(=O)NC1=O	103	x	106	98	99	106	98	102
COc1cc2c(Nc3ccc(F)c(Cl)c3)ncnc2c(OC)c1OC	97	x	96	97	101	102	123	96
NC1=NN(c2ccccc2)C2=NC(=O)NC(c3ccc(Cl)cc3Cl)C12 (stereo not drawn)	95	82	x	94	89	101	95	91
OCC1NCCCC1O (stereo not drawn)	102	x	104	125	103	92	98	99
O=C(/C=C/c1ccc([N+](=O)[O-])cc1)c1ccccc1	83	76	42	77	83	89	92	91
COc1cc(OC)c(-c2ncc(-c3ccc(Cl)cc3)[nH]2)c(OC)c1	106	94	110	105	105	105	109	93
CCOC(=O)C1=C(C#N)C(C(=O)OCC)c2ncccc21 (stereo not drawn)	112	95	96	97	100	102	115	x
Clc1ccc(Cc2nnc3sc(-c4ccccc4)nn23)cc1	103	95	95	x	97	98	103	94
COc1ccc(-c2cc(-c3ccc(Cl)cc3)c(C#N)c(=O)n2Cc2ccc(C(=O)NO)cc2)cc1	87	106	94	77	111	61	x	95
COc1ccc(OC)c(/C=C2/C(=O)/C(=C/c3cc(OC)ccc3OC)C3CCC2N3C)c1	90	x	67	69	58	90	87	78
O=C1c2ccc3c4c(ccc(c24)C(=O)N1CCCNCc1ccccc1Cl)C(=O)N(CCCNCc1ccccc1Cl)C3=O	-20*	-7.2*	-29*	-16*	-84*	-44*	-56*	-47*
CCCCn1c(=O)c2c(nc(NCCc3ccc(OC)c(OC)c3)n2C)n(C)c1=O	107	97	98	106	100	105	112	102
COc1cccc(-c2nn(-c3ccccc3)cc2-c2ccnc(NCCNS(=O)(=O)c3cccc(F)c3)c2)c1	55	22	24	12	25	20	27	45
COc1ccc(/C=C/C(=O)c2cc(S(N)(=O)=O)c(OC)cc2OC)cc1	83	x	61	56	84	53	84	92
COC(=O)/C=C(/C(=O)OC)N(O)C(=O)CN1C(=O)c2ccccc2C1=O	103	104	112	111	103	98	94	98
CC(C)(C)c1cc(NC(=O)Nc2ccc(-c3cn4c(n3)sc3cc(OCCN5CCOCC5)ccc34)cc2)no1	-26*!	-1.8*	-11*!	20&19	17&28	32&65	24&37	68&48
CCCNC(=O)Nc1ccc2cc3ccc(NC(=O)NCCC)cc3nc2c1	82	79	76	47	96	77	89	98
CC1=C(Nc2ccccc2)C(=O)OC1C (stereo not drawn)	93	61	26	78	82	91	76	x

(continued)
smiles	HOP-62	HOP-92	RPMI-8226	CCRF-CEM	A549/ATCC	MDA-MB-435	M14	EKVX
CC1(C)S[C@@H]2[C@H](NC(=O)[C@H](N)c3ccccc3)C(=O)N2[C@H]1C(=O)O	101	106	x	96	96	108	106	108
CC(=O)c1ccc(NC2CCC(=O)N2)cc1 (stereo not drawn)	106	98	109	102	100	102	103	99
COc1cc(C)cc2oc3oc(=N)c(-c4csc(-c5ccccc5)n4)cc3c(=O)c12	106	117	110	103	103	105	105	107
COc1cc2oc(-c3ccc(O)cc3)cc(=O)c2c(O)c1-c1c(OC)cc(O)c2c(=O)cc(-c3ccc(O)cc3)oc12	27	62	x	45	70	1.1*	28	86
COc1ccc2c(c1)oc1c(C)c3c(cc12)C(=O)N(N)C3=O	80	96	99	94	100	104	95	83
c1ccc(-c2cc3cc4ccccc4cn3c2)cc1	79	76	66	90	90	91	95	85
O=C(C[n+]1ccn(CC(OCc2ccc(Cl)cc2Cl)c2ccc(Cl)cc2Cl)c1)c1ccc(F)cc1 (stereo not drawn)	-91*	-88*	-46*	-12*	30	-92*	-97*	-78*
O=C(Nc1ccccc1)Nc1nc2ccc([N+](=O)[O-])cc2s1	8.5*	-22*	x	15	8.1*	2.4*	13	8.6*
Cc1ccc(C)c(COc2cc(NC(=O)c3ccc4c(c3)OCO4)ccc2N(C)S(C)(=O)=O)c1	16	23	25	13	22	-15*	-34*	30
O=C(O)c1nn(-c2ccccc2)nc1N1CCOCC1	102	110	110	104	97	101	109	109
COc1ccc(/C(=N/NC(N)=O)C(OC)OC)cc1	92	104	102	105	98	106	101	96
O=C(O)CS(=O)(=O)c1ccccc1	106	100	100	x	97	114	101	99
COc1ccccc1N1C(=O)C=CC1=O	92	88	100	53	104	103	96	90
COc1ccc2c(c1)/C(=C1\S/C(=N/c3nnc(C)s3)NC1=O)C(=O)N2Cc1ccc(Cl)cc1	67	26	40	32	36	53	46	39
COCCNC(=O)c1cccc(NC(=O)c2ccco2)c1	104	115	103	107	103	99	107	97
CC(=O)N1N=C(c2ccc(Nc3nc(Nc4ccccc4)nc(Nc4ccccc4)n3)cc2)CC1c1ccccc1 (stereo not drawn)	78	61	60	68	79	101	85	80
N#CC1c2ccccc2C=CN1C(=O)CCCl (stereo not drawn)	100	61	24	8.1*	96	94	97	x
CSc1nc(=O)n(CCC#N)nc1SC	107	91	100	105	102	100	95	106
O=C(CCCCCCCCC(=O)N(C1CCCCC1)C1CCCCC1)N(C1CCCCC1)C1CCCCC1	72	x	13	52	45	64	34	57
O=S(=O)(c1ncsc1-c1ccccc1)N1CCc2ccccc2C1	106	82	89	102	106	95	99	101
CC1=NN(c2ccccc2)C(c2ccco2)C1 (stereo not drawn)	106	77	x	91	110	111	109	110
Oc1c(Cl)cc(Cl)c(Cc2c(Cl)cc(Cl)c(O)c2Cl)c1Cl	96	101	99	93	97	101	98	102
O=CN1N=C(c2ccc(Nc3nc(NCCO)nc(NCCO)n3)cc2)CC1c1ccc(Cl)cc1 (stereo not drawn)	88	88	105	101	77	103	94	98
COc1ccc(Nc2nc3sc4cc(Cl)c(Cl)cc4n3c(=O)c2C#N)cc1	99	93	125	138	98	103	96	86
Cn1cc(-c2nc(-c3c[nH]c4ncccc34)cs2)c2cccnc21	68	x	67	65	70	5.8*	42	50
CCC1=C2C(=O)c3ccccc3C2=C(C)S(=O)(=O)O1	99	97	110	88	95	111	105	98

Part of the list above, with each value named:
Cn1cc(-c2nc(-c3c[nH]c4ncccc34)cs2)c2cccnc21
  HOP-62: 68
  HOP-92: x
  RPMI-8226: 67
  CCRF-CEM: 65
  A549/ATCC: 70
  MDA-MB-435: 5.8*
  M14: 42
  EKVX: 50

CCC1=C2C(=O)c3ccccc3C2=C(C)S(=O)(=O)O1
  HOP-62: 99
  HOP-92: 97
  RPMI-8226: 110
  CCRF-CEM: 88
  A549/ATCC: 95
  MDA-MB-435: 111
  M14: 105
  EKVX: 98

In the list so far, these contain a cyano group:
smiles	HOP-62	HOP-92	RPMI-8226	CCRF-CEM	A549/ATCC	MDA-MB-435	M14	EKVX
CC(C)(C#N)Nc1ccccc1	108	x	105	97	97	96	107	x
CCc1cccc2c3c(sc12)C(c1ccc(Cl)cc1)C(C#N)=C(N)O3 (stereo not drawn)	37	67	x	5.2*	35	x	5.4*	48
COC(=O)/C(=N\Nc1nnc(C)n1N)C(C#N)c1ccccc1 (stereo not drawn)	94	99	104	110	93	114	105	101
CCOC(=O)C1=C(C#N)C(C(=O)OCC)c2ncccc21 (stereo not drawn)	112	95	96	97	100	102	115	x
COc1ccc(-c2cc(-c3ccc(Cl)cc3)c(C#N)c(=O)n2Cc2ccc(C(=O)NO)cc2)cc1	87	106	94	77	111	61	x	95
N#CC1c2ccccc2C=CN1C(=O)CCCl (stereo not drawn)	100	61	24	8.1*	96	94	97	x
CSc1nc(=O)n(CCC#N)nc1SC	107	91	100	105	102	100	95	106
COc1ccc(Nc2nc3sc4cc(Cl)c(Cl)cc4n3c(=O)c2C#N)cc1	99	93	125	138	98	103	96	86

Assay outcomes deposited in PubChem BioAssay by NCI.
